Assay outcomes: PubChem BioAssay, National Center for Advancing Translational Sciences (NCATS)
Pf growth 48h: P. falciparum growth inhibition at 48 hours (one generation); P. falciparum luciferase growth in erythrocytes, 48 h; Potency, µM (series often up to 28.7 µM), inactives show at the top dose activity change, negative = inhibition, usual class: inhibitors; actives 5.9% (n = 310,000); also: potency is read from the fitted curve at half-maximal effect; % is scaled to controls: 0 for no effect and ±100 for the full control effect
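Luciferase-expressing parasites in RBCs, 2% Hct / 0.1% parasitemia final; RPMI 1640 + 0.5% Albumax; 37 C, 5% CO2, one generation; luminescence read-out, lower signal = inhibition.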
Shiga inhibitor: Shiga toxin inhibition; Vero cells, Shiga toxin protein synthesis inhibition reporter; inhibition, % at 38.7 µM; actives 9.2% (n = 290,000); AID 2315; in the data active = inhibition mostly above about 28%, no sharp cut-off; inactive = mostly below about 43%; also: 0% is about no effect
HCV inhibitor: inhibitors of hepatitis C virus infection; Potency, µM (series often up to 41.8 µM), without a hit: top-dose activity change, negative = inhibition, actives largely listed as inhibitors; Huh7.5.1 HCVcc-Cre infection, luciferase reporter, 44 h; AID 651820; actives 3.4% (n = 340,000); also: potency is read from the fitted curve at half-maximal effect; % is scaled to controls: 0 for no effect and ±100 for the full control effect
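HCVcc-Cre virus at an moi near 0.5 was added right after compound to cells cultured 4 h from seeding (1,000 cells/well). Luciferase activity was determined 44 h later, 15 min after substrate addition at RT.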
Pf growth 96h: P. falciparum growth inhibition at 96 hours; P. falciparum luciferase reporter growth, 96 h; Potency, µM (highest dose often 28.7 µM), without a hit: at the highest dose activity change, negative = inhibition, actives largely listed as inhibitors; actives 6.9% (n = 320,000); also: potency is read from the fitted curve at half-maximal effect; % is scaled to controls: 0 for no effect and ±100 for the full control effect
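Infected RBCs, 2% Hct / 0.05% parasitemia final; luciferase-reporter P. falciparum; cpd 96 h, 37 C, 5% CO2; luciferase detection reagent; luminescence.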
Giardia FBPA inh: blocks Giardia fructose-bisphosphate aldolase activity. A8B2U2. purified Giardia FBPA. Potency, µM (series often up to 59.6 µM), inactives show top-dose activity, negative = inhibition, most hits filed as inhibitors. actives 0.71% (n = 290,000). AID 2451; also: potency is read from the fitted curve at half-maximal effect; % is scaled to controls: 0 for no effect and ±100 for the full control effect; nearly all actives have a fitted effect of over 55% in size
Target sequence (A8B2U2 whole entry, looked up): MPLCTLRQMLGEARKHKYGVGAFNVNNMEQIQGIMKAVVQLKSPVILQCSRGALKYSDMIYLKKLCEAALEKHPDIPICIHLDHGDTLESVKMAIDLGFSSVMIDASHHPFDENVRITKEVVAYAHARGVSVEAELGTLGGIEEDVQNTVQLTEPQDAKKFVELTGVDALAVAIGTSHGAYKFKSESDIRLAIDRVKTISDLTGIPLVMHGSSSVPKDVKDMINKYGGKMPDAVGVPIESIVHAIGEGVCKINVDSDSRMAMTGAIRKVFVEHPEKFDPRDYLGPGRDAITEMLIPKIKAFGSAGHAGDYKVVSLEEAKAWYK
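40 nM FBPA preincubated 10 min at RT with compound (up to 57.5 uM final), then substrate plus GAPDH/TPI/NAD/arsenate coupling and diaphorase/resazurin added. Fluorescence read after 20 min at RT, 525/598 nm.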
Cycloheximide cs: affects cycloheximide protein synthesis inhibition readout, counter-screen | cell reporter, cycloheximide protein synthesis inhibition counterscreen | max response, % | actives 12% (n = 300,000); in the data active = max response mostly above about 13%, no sharp cut-off; inactive = mostly below about 14%; also: read at 38.3 µM for the half of the compounds with a filed dose; 0% is about no effect
The depositor's hits bear a star; ? = inconclusive; nt = no result given; & = joins results of further samples; [ ] = another dose, or the depositor's remark. Unless noted, calls follow the shape of the dose curve; as a rule, active = well fitted curve in the direction sought with a large enough effect; inconclusive = small, poorly fitted or top-dose-only effect, or another doubt; inactive = no such curve, though single readings can be large; an effect the other way counts as inactive or inconclusive.

SMILES | Pf growth 48h | Shiga inhibitor | HCV inhibitor | Pf growth 96h | Giardia FBPA inh | Cycloheximide cs
COc1ccc(NC(=O)CSc2nc3nc(-c4cccs4)cc(C(F)(F)F)c3c(=O)[nH]2)c(OC)c1 | 6.4% | -0.6 | 0.2% | -29.1% | 13.8% | -6.9
Cc1c(C(=O)NC(=S)NCC(C)C)oc2ccccc12 | 25.7% | 34.7 | 28.3% | 39.9%[activator] | 7.4% | 17.4*
O=C(COC(=O)c1ccco1)NCc1ccco1 | 8.8% | -1.8 | 7.2% | 44.6%[activator] | -3.4% | 1.3
Cc1occc1-c1nnc(SCC(=O)c2ccc(F)cc2)o1 | 27.9% | 147.3* | -11.1% | nt | 9.3% | 37.4*
COc1cccc(C(=O)NCC(=O)OCC(=O)Nc2ncc(Cl)cc2Cl)c1 | 2.8% | -6.8 | 24.4% | 22.8% | -6.1% | -2.8
Cc1c(C(=O)N(C)Cc2ccccc2)oc2c(Cl)cccc12 | -5.4% | -5.8 | -12.4% | 8.9% | 1.5% | -1.4
Nc1nc(Nc2ccccc2)nc(N2CCCC2)c1[N+](=O)[O-] | -17.9% | 58.5* | -6.9% | -3.7% | -7.8% | 38.7*
O=S(=O)(Nc1nc2ccccc2s1)c1ccc(Cl)nc1 | ? | -2.5 | 6.6% | 13.1% | 8.7% | -1.7
COc1ccc(Cl)cc1NC(=S)NNC(=O)c1cccs1 | ? | 43.4* | 8.1% | ? | 4.9% | 23.0*
COc1cc(NC(=O)c2ccco2)c(OC)cc1NC(=O)CCC(=O)Nc1cccc(C)c1C | 11.5% | -7.9 | ? | 5.22µM* | 3.5% | -3.0
COc1ccc(S(=O)(=O)Nc2ccc(C(N)=O)cc2)cc1C(=O)N1CCCCCC1 | 5.8% | -3.7 | 14.5% | 6.5% | 17.7% | -2.6
CCN(CC(=O)NCc1cccs1)C(=O)c1cc(S(=O)(=O)N2CCOCC2)ccc1C | 10.2% | -1.1 | 3.1%&10.9% | 17.0% | 2.4% | 0.6
Cc1ccc2ncnc(NCCCCCC(=O)O)c2c1 | 1.4% | 19.6 | -3.3% | 4.8% | 1.1% | -2.9
Cc1ccc(C(=O)Nc2ccc(C(=O)N/N=C/c3ccccn3)cc2)cc1 | ? | 31.1* | ? | 21.6% | -8.2% | 24.6*
COc1cc(C(=O)n2nc(C)cc2C)ccc1O | 8.8% | -18.9 | 5.7% | nt | 3.2% | -0.4
O=C(/C=C/c1ccccc1)OCCN=C1NS(=O)(=O)c2ccccc21 | 18.2% | -4.7 | -3.8% | ? | -3.0% | -4.1
O=C(c1cc(Br)ccc1Cl)N1CCCC1 | -9.3% | -15.0 | -3.2% | -11.5% | 6.9% | -0.9
COC(=O)C(O)(CC(=O)Nc1cc(Cl)ccc1Cl)C(F)(F)F (stereo not drawn) | 34.1%[activator] | -5.9 | 5.2% | 46.7%[activator] | 4.1% | -3.7
CC(=O)Nc1n[nH]c(-c2ccc(C)cc2)c1C | 5.1% | 24.4 | 8.2% | 63.1%[activator] | -0.1% | 6.9
O=[N+]([O-])c1cccc(Cl)c1CSc1ccccn1 | -1.0% | 1.0 | -13.8% | 28.0%[5.75 µM] | 4.3% | -3.0
COc1ccc2cc(C(N)=O)c(=Nc3ccc(C)cc3)oc2c1 | ? | 4.3 | -23.2% | 89.6%[activator] | 1.3% | 10.1
Cc1cc(C)n2c(Br)c(CSc3nc4ccccc4s3)nc2n1 | 27.4% | 16.9 | -26.1% | ? | -14.6% | 33.9*
NC(=O)CC(NC(=O)c1ccc(Br)cc1)c1ccc(N2CCCCCCC2)c([N+](=O)[O-])c1 (stereo not drawn) | 20.4% | -3.1 | ? | 2.94µM* | 26.4% | -2.1
CC1CCCN(C/C=C/c2ccccc2[N+](=O)[O-])C1 (stereo not drawn) | 6.1% | 1.4 | 8.2% | 138.7%[activator] | -7.8% | -3.2
Cc1onc(-c2ccccc2)c1C(=O)N(CC(C)C)c1c(N)n(CC(C)C)c(=O)[nH]c1=O | -15.4% | nt | -4.8% | -12.1% | nt | nt
Cc1cccc(NC(=O)CN2C(=S)NC(C)(C)CC2C)c1 (stereo not drawn) | -3.1% | -4.2 | 4.5% | 10.4µM* | -12.1% | -2.1
COc1ccc(S(=O)(=O)N2CCN(C(=O)CCNC(=O)c3ccccc3Cl)CC2)cc1 | ? | nt | -8.9% | ? | nt | nt
COc1cccc(OC)c1C(=O)Nc1c(C(=O)N2CCN(c3ccccn3)CC2)oc2ccccc12 | ? | 3.5 | -26.8% | -0.2% | nt | -0.8
COc1ccc(C(=O)/C=C/C(=O)N(CC(=O)NC2CCCCC2)CC2CCCO2)c(O)c1 (stereo not drawn) | ? | -13.8 | ? | -13.6% | -5.3% | -6.7
Cc1ccc(NC(=O)CN(C)C(=O)CSc2nc(C)cs2)cc1 | -9.0% | -8.2 | -0.6% | -4.4% | -6.0% | 0.3

Another view of part of the listing above:
Cc1cccc(NC(=O)CN2C(=S)NC(C)(C)CC2C)c1 (stereo not drawn)
  Pf growth 48h = -3.1% | Shiga inhibitor = -4.2 | HCV inhibitor = 4.5% | Pf growth 96h = 10.4µM* | Giardia FBPA inh = -12.1% | Cycloheximide cs = -2.1
COc1ccc(S(=O)(=O)N2CCN(C(=O)CCNC(=O)c3ccccc3Cl)CC2)cc1
  Pf growth 48h = ? | Shiga inhibitor = nt | HCV inhibitor = -8.9% | Pf growth 96h = ? | Giardia FBPA inh = nt | Cycloheximide cs = nt
COc1cccc(OC)c1C(=O)Nc1c(C(=O)N2CCN(c3ccccn3)CC2)oc2ccccc12
  Pf growth 48h = ? | Shiga inhibitor = 3.5 | HCV inhibitor = -26.8% | Pf growth 96h = -0.2% | Giardia FBPA inh = nt | Cycloheximide cs = -0.8
COc1ccc(C(=O)/C=C/C(=O)N(CC(=O)NC2CCCCC2)CC2CCCO2)c(O)c1 (stereo not drawn)
  Pf growth 48h = ? | Shiga inhibitor = -13.8 | HCV inhibitor = ? | Pf growth 96h = -13.6% | Giardia FBPA inh = -5.3% | Cycloheximide cs = -6.7

Following part
SMILES | Pf growth 48h | Shiga inhibitor | HCV inhibitor | Pf growth 96h | Giardia FBPA inh | Cycloheximide cs
COc1ccc(N2CC(C)Cn3c2nc2c3c(=O)n(Cc3ccccc3)c(=O)n2C)c(OC)c1 (stereo not drawn) | ? | 3.1 | ? | 8.28µM* | -11.4% | -3.0
CSCCC(NS(=O)(=O)c1ccccc1F)C(=O)N1CCCCCCC1 (stereo not drawn) | -1.5% | -8.4 | 5.2% | 12.6% | nt | -3.9
CC(C)(C)c1ccc(Cn2nnc3c(=O)[nH]c(C4CCCN(C(=O)Cc5cccs5)C4)nc32)cc1 (stereo not drawn) | ? | 41.5 | -3.2% | 5.22µM* | -0.5% | -3.3
Cc1ccc2sc(N(CCCN(C)C)C(=O)c3ccc(S(=O)(=O)N4CCOCC4)cc3)nc2c1C | 13.1µM* | nt | ? | ? | nt | nt
COc1ccc(OC)c(S(=O)(=O)N2CCCC2C(=O)N2CCc3ccccc3C2)c1 (stereo not drawn) | 1.8% | -1.8 | 5.3% | 2.0% | 11.2% | -6.7
O=S(=O)(Nc1ccccc1N1CCCCC1)c1ccccc1 | ? | 1.7 | -5.8% | ? | nt | -1.5
Cc1cc(C)c(C#N)c(SCC(=O)NC(C)(C)C)n1 | nt | -14.2 | -11.5% | 7.38µM* | 1.2% | -9.1
O=C1C2C3C=CC(C4CC34)C2C(=O)N1CCc1ccccc1 (stereo not drawn) | 40.6% | 30.7 | 7.3% | 50.5%[activator] | -1.1% | -1.7
CCOC(=O)c1ccc(NC(=O)Nc2c(C)n(C)n(-c3ccccc3)c2=O)cc1 | 25.1% | -13.7 | nt | 17.1% | nt | -1.1
O=C(Nc1ccc(C(F)(F)F)cc1)c1cccnc1N1CCOCC1 | nt | -7.9 | 1.2% | 25.3% | -4.6% | -2.6
O=C(N/N=C/c1ccc(-c2cccc([N+](=O)[O-])c2)o1)c1ccccc1O | ? | 29.9 | -16.5% | 101.7%[activator] | 2.3% | 7.2
COc1ccc(S(=O)(=O)N/N=C(/C)c2ccncc2)c(OC)c1 | 6.5% | -4.0 | -4.6% | 27.1% | nt | -2.5
Cc1ccc(S(=O)(=O)N(C)C)cc1NC(=O)c1cccs1 | 7.6% | 8.8 | 6.8% | 0.1% | -0.9% | -2.6
COc1ccc(C(=O)COC(=O)c2ccn(C)n2)cc1 | 71.1%[activator] | 104.3* | 3.7% | 2.2% | nt | 42.4*
Cc1onc(C(=O)N2CCN(c3ccccc3)CC2)c1[N+](=O)[O-] | ? | -2.2 | 3.5% | ? | nt | 10.3
CCN(CC)S(=O)(=O)c1ccc(Cl)c(C(=O)NCc2ccccc2Cl)c1 | -6.2% | -6.3 | -21.4% | -6.7% | 1.5% | 1.7
CCOc1ccc(N2C(=O)C3ON(c4ccccc4)C(c4ccco4)C3C2=O)cc1 (stereo not drawn) | 24.6% | -3.0 | -2.2% | 12.3% | -2.4% | 6.2
CC(C)Oc1ccc(C(=O)OCC(=O)N2CCCc3ccccc32)cc1 | 5.2% | nt | -15.9% | 7.7% | nt | nt
CCCCn1c(N)c(N(CC(C)C)C(=O)C2CC(=O)N(CCc3ccccc3)C2)c(=O)[nH]c1=O (stereo not drawn) | -7.9% | 6.5 | 5.8% | -1.8% | nt | -1.7
Cc1ccc(NC(=S)N(CCN2CCOCC2)Cc2ccccc2F)cc1 | -11.0% | -2.9 | 24.7% | ? | 0.8% | 3.6
COc1cc2[nH]c(C(=O)NCc3ccccc3)cc2c(OC)c1OC | ? | 7.9 | ? | ? | -0.7% | -1.6
Cc1cc(C)c2oc(C(=O)NCc3ccccc3)cc(=O)c2c1 | 8.8% | -6.2 | 4.3% | 111.9%[activator] | 3.5% | -2.8
CCCCn1c(SCC(=O)Nc2cc(C)on2)nnc1-c1cccnc1 | 5.1% | -7.1 | 15.9% | nt | 4.5% | 0.6
Cc1cc(C)cc(CC2CC(=O)N(c3ccc([N+](=O)[O-])cc3)C2=O)c1 (stereo not drawn) | 144.7%[activator] | -7.2 | -8.1% | ? | 6.8% | -1.9
O=C(COc1ccc2c3c(c(=O)oc2c1)CCC3)NCC(O)c1ccccc1 (stereo not drawn) | 19.8% | 12.6 | -0.3% | 11.8% | -3.1% | 9.1
O=C(CN1C(=O)NC2(CCCC2)C1=O)Nc1cccc(Cl)c1Cl | 24.0% | 8.4 | 7.7% | 43.6%[activator] | 0.9% | -1.8
CCC(C)Nc1nnnc2c1sc1nc3c(cc12)COC(C)(C)C3 (stereo not drawn) | ? | 19.2 | -17.4% | -13.5% | -18.7% | 8.9
Cc1ccccc1NC(=O)c1c(C)nn(-c2ccccc2)c1Cl | 87.4%[activator] | 68.6* | -24.2% | 66.0%[activator] | -9.5% | 37.8*
CCOc1ccc(OCC)c(NC(=O)C2CCN(c3ncccn3)CC2)c1 | -19.4% | -11.8 | 4.3% | -8.7% | -0.9% | -1.9
CCOC(=O)COc1ccc2c3c(c(=O)oc2c1)CCCC3 | 17.1% | -7.7 | 23.2% | ? | -9.6% | -1.0
CSCCC(Nc1ccc(S(=O)(=O)N2CCOCC2)cc1[N+](=O)[O-])C(=O)OCC(=O)NCC(C)C (stereo not drawn) | 1.2% | -9.4 | 22.7% | 22.0% | -0.6% | -2.6
COc1ccc(-c2nc(-c3ccccc3OC)no2)cc1OC | 3.5% | 161.8* | ? | -1.2% | -1.8% | 65.7*
CN1C(=O)C(Cc2ccc(OCc3ccccc3)cc2)C(=O)N(C)C1=O | 9.2%[0.00184 µM] | 67.1* | 3.8% | 3.6% | -9.5% | 37.7*
CC(=O)N=c1c(C#N)cc2c(=O)n3ccccc3nc2n1Cc1ccccc1 | ? | -3.2 | ? | 8.28µM* | 3.1% | -0.4
